NR2E3 ag-1 = agonists of human NR2E3 nuclear receptor. inhibition of corepressor binding, % at 3.98 µM. 0.35% of 360,000 active. Q9Y5X4. AID 602229. CHO-S Gal4-NCOR/VP16-NR2E3 two-hybrid, luciferase;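 active means inhibition above the mean of all tested compounds plus 3 SD, cut at about 70% in these data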;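 further: 0% = DMSO with NR2E3 transfected cells and 100% = cells lacking NR2E3 construct; higher means lower luciferase signal from less NR2E3 corepressor binding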
Target sequence (Q9Y5X4 whole entry, looked up, the tested form may be a part): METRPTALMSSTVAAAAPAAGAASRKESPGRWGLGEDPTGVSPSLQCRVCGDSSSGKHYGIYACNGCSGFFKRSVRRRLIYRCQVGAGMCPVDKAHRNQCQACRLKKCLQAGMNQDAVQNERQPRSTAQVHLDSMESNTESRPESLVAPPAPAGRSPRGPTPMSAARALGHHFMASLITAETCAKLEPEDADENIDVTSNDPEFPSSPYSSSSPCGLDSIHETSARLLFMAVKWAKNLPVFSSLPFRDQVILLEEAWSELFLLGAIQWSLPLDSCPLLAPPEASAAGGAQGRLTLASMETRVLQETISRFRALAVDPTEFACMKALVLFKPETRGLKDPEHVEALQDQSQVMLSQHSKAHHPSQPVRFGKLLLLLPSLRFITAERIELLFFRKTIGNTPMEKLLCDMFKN
H9c2 protect = modulators protecting cardiomyocytes from myocardial damage | protection from H2O2 cell death, % at 20 µM | H9c2 cardiomyocytes, H2O2 injury protection, ATPLite, 2 h | 0.63% of 360,000 active | AID 588492;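 active means compounds giving at least 50% protection of heart cells from peroxide-induced death in the single-dose screen, raw or plate-pattern-corrected value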;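 further: 0% = DMSO wells with peroxide and 100% = DMSO wells without peroxide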
CaV13 FRET inh = Primary screen for inhibitors of IQ motif and Ca2+-dependent inactivation inhibitor domain binding in CACNA1D, Förster resonance energy transfer in living cells, …; HEK cells, CFP/YFP FRET ICDI-IQ, plate reader, 10 min; percent FRET-ratio fall versus neutral wells; inhibition, % at 12.3 µM; 0.098% of 340,000 active; AID 743397;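 active means mean replicate inhibition of at least 30% and at least 1% of replicates passing that level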;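 further: 0% = median of the neutral control wells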
HTR2A ag = agonists of mouse serotonin 5-HT2A receptor (HTR2A); CHO-K1 mHTR2A beta-arrestin complementation, luminescence; percent of 30 µM serotonin response; activation, % at 7.6 µM; 0.66% of 360,000 active; AID 624169;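 active means activation above a run cutoff, the mean activation of all tested compounds plus 3 SD, cut at about 14% in these data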;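 further: 0% = plate median of compound wells and 100% = 30 µM serotonin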
Shn3 3UTR inh = reduces Shn3 3'UTR luciferase signal in osteoblasts; Clone20 osteoblast Shn3 3'UTR firefly luciferase, 24 h; inhibition, % at 12.5 µM; 0.52% of 360,000 active; AID 588674;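 active means mean inhibition of at least 75% with every replicate also reaching 75%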;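 further: 0% = median of neutral control wells and 100% = pilot-screen positive control compound; some compounds past the cut are filed as inactive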
NR2E3 ag-2 = agonists of human nuclear receptor NR2E3; AID 2300; 0.12% of 320,000 active; inhibition of corepressor binding, % at 4.78 µM; Q9Y5X4; GST-NR2E3/biotin-RetCOR TR-FRET, 1536-well;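 active means percent inhibition above the cutoff of mean plus 3 SD of all tested compounds, set per screening campaign, cut at about 20% in these data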;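 further: 0% = DMSO wells and 100% = biotin wells as full block of FRET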
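Material: NR2E3–RetCOR corepressor complex | Quantity: 1.35 nM GST-tagged NR2E3 final | Schedule: 5 h at 4 °C | Replication: Singlicate compound wells | Reagent: RetCOR corepressor, biotinylated, 7 nM | Controls: Biotin wells as high control, 0.6% DMSO wells as low control | Signal: TR-FRET, Eu(K)-anti-GST donor, streptavidin-D2 acceptor, ex 340, em 617/671 nm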
HIF-2a inh = blocks HIF-2a reporter activity; 786-0 RCC cells HIF-2a reporter, luciferase luminescence, overnight; inhibition, % at 18.8 µM; 0.72% of 360,000 active; AID 624352;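 active means inhibition of the luminescence signal of 40% or more relative to plate controls, in a single-dose primary screen at 18.75 µM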
hiPSC survival = hiPSC single-cell survival enhancement; ATPlite luminescence; 100% = ROCK inhibitor wells, 0% = DMSO; survival enhancement, % at 20 µM; 0.044% of 360,000 active; AID 602274; in the data active means survival enhancement above about 18%;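 further: cells exposed to compounds for 16 hours before the ATP read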
Peg3 prom inh = reduces Peg3 promoter-driven luciferase expression in HeLa | HeLa PEG-Prom luciferase reporter, luminescence, overnight | inhibition, % at 20 µM | 1.7% of 360,000 active;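 active means inhibition of at least 50% at 20 µM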
PDI inh = inhibitors of human protein disulfide isomerase | P07237 | AID 588391 | PDI insulin aggregation turbidity, A650, 90 min | 0.052% of 350,000 active | inhibition, % at 10 µM;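 active means mean inhibition across replicates of 30% or more, whatever share of single replicates reach that level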;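 further: absorbance from insulin aggregation driven by PDI reduction with DTT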
Target sequence (P07237 whole entry, looked up): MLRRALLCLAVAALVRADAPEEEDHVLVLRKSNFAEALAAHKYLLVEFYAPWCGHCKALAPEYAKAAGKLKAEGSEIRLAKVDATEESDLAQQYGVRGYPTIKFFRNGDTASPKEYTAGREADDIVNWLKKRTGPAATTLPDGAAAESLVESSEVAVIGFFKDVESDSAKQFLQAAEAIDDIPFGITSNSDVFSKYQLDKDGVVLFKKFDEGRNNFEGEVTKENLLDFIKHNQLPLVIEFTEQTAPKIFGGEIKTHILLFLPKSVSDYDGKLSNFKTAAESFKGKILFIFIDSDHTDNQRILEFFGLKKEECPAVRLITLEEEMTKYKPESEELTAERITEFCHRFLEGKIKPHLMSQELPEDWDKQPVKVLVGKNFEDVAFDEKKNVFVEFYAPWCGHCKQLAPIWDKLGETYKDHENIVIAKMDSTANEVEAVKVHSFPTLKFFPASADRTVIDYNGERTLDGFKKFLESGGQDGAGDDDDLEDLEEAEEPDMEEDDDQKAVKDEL
TRPM1 prom inh = inhibitors of MITF-driven TRPM1 promoter in melanoma cells; SK-MEL-5 TRPM1 promoter luciferase, 24 h; 0.83% of 330,000 active; inhibition, % at 12.5 µM;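 active means mean inhibition across replicates of 60% or more, whatever share of single replicates reaches that level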; further: values of inactives mirror those of a sister screen read the other way
* marks the source's active call; other numbers are inactive results; . = not tested or not shown.

SMILES | NR2E3 ag-1 | H9c2 protect | CaV13 FRET inh | HTR2A ag | Shn3 3UTR inh | NR2E3 ag-2 | HIF-2a inh | hiPSC survival | Peg3 prom inh | PDI inh | TRPM1 prom inh
Cc1ccc(NC(=O)CN(C)C(=O)Cc2ccc3c(c2)CCC3)cc1 | 14.3 | -6.5 | -6.8 | 0.6 | 3.4 | . | 9.3 | -0.3 | 21.3 | -5.4 | 8.4
Cc1ccc(NC(=O)C2CC(=O)N(C(C)C)C2)cc1C (centres undefined) | -3.4 | 0.1 | -5.5 | 4.0 | 0.0 | 1.6 | 17.0 | 0.6 | 9.9 | -1.7 | 5.8
C[C@@H](NS(=O)(=O)c1ccc(Br)cc1F)[C@@H](O)c1ccccc1 | -22.4 | -18.2 | -8.1 | 3.0 | -3.9 | . | -2.6 | 1.9 | 8.2 | 2.6 | -1.5
Cc1ccc(/C=N\NC(=O)CC(=O)NCCc2ccccc2)cc1 | 11.5 | -2.0 | -2.8 | 4.1 | -13.5 | 1.4 | 13.6 | 1.2 | 3.6 | -0.5 | -4.4
Cc1ccc(S(=O)(=O)Nc2ccccc2C(=O)N2CCCCC2C)c(C)c1NS(C)(=O)=O (centres undefined) | -6.6 | -0.8 | -3.8 | -6.1 | -1.2 | 3.3 | 9.3 | -0.3 | 9.0 | -5.1 | -9.7
Cc1ccc(Cn2nnc3c(=O)n(Cc4cccc(C)c4)cnc32)cc1 | -4.4 | 3.2 | -7.0 | -1.5 | 5.3 | -0.5 | 24.3 | -0.2 | 6.1 | 11.0 | 9.2
Cc1ccc(C)c(NC(NC(=O)c2cccnc2)C(Cl)(Cl)Cl)c1 (centres undefined) | 21.2 | -1.6 | -5.7 | -1.0 | -11.5 | 2.0 | 1.6 | 1.9 | 13.5 | -4.6 | -0.1
O=C(Nc1ccnc(-c2cccnc2)n1)c1ccccc1Cl | -16.7 | 12.4 | -5.2 | 1.6 | -1.2 | -2.7 | -15.6 | 2.2 | 2.8 | -2.0 | -9.9
CCOc1ccccc1NS(=O)(=O)c1cccc2nsnc12 | -1.8 | 8.4 | . | 1.4 | 0.5 | -1.0 | 11.6 | -1.2 | 3.1 | -1.1 | -16.9
CCc1ccc(C(=O)NNC(=O)CCN2CCN(Cc3ccccc3)CC2)cc1 | -4.0 | -8.6 | 1.2 | 0.0 | 5.3 | 2.7 | 0.5 | -2.1 | 10.2 | -2.9 | 8.7
O=C(Nc1ccccc1)N1CCC(C(=O)N2CCN(S(=O)(=O)c3cccc(F)c3)CC2)CC1 | 0.5 | 6.7 | -4.9 | 3.3 | -41.0 | 0.8 | 2.9 | 0.1 | -2.0 | -5.3 | -6.8
C[C@H](CO)N1C[C@H](C)[C@@H](CN(C)S(=O)(=O)c2ccccc2)OCc2cnnn2CCCC1=O | -24.8 | 7.9 | -3.6 | -5.5 | 15.3 | . | 5.7 | 0.2 | 9.2 | -1.2 | .
O=C1CCCC2=C1C(c1ccncc1)Nc1ccccc1N2 (centres undefined) | -40.6 | -3.1 | -7.0 | 2.1 | -0.8 | 0.5 | 11.6 | -0.4 | 2.6 | 20.0 | 7.9
Cc1cccc(C)c1NC(=O)CN(C)C(=O)CSCc1c(C)noc1C | -11.9 | -1.7 | -16.1 | 9.9 | -10.0 | 2.9 | 4.1 | -0.2 | 2.5 | 10.3 | -0.6
CSCC(=O)N1CCCC(CO)(CCCc2ccccc2)C1 (centres undefined) | -6.6 | 3.4 | -6.0 | 2.0 | 4.7 | 4.6 | -1.5 | 1.7 | 8.7 | -3.9 | -10.9
COc1cccc(/C=N\NC(C)=O)c1OC/C=C/c1ccccc1 | -7.9 | 0.1 | -2.4 | -4.1 | 7.3 | . | 6.2 | 1.6 | 0.1 | 6.7 | -0.5
COCC(C)NC(=O)c1cc2c(ccc3ccccc32)oc1=O (centres undefined) | -9.8 | 0.4 | -3.9 | 0.6 | -24.5 | 2.2 | -47.9 | 0.8 | -21.1 | 2.3 | -28.7
COc1ccc(C(=O)NCCCOc2cccnc2)cc1OC1CCN(C(C)=O)CC1 | -4.7 | -1.4 | . | 10.5 | 0.1 | 2.1 | -6.0 | 0.2 | -27.0 | 7.6 | -11.1
O=C(Nc1cc(Cl)ccc1F)c1ccc(-n2cncn2)c([N+](=O)[O-])c1 | 5.2 | 0.6 | -15.2 | -4.9 | -15.6 | -1.9 | -18.1 | 0.3 | -14.4 | -0.8 | -2.7
CC(=O)c1ccc(OCC(=O)NCC(c2ccco2)N2CCCCC2)cc1 (centres undefined) | -25.4 | -3.7 | -6.6 | 1.8 | 6.9 | 2.3 | 17.6 | -1.0 | 6.2 | -1.9 | -5.3
CCOC(=O)Oc1ccc(C(=O)OCCCN(C)C)cc1OC | -6.3 | 4.5 | -5.1 | -1.7 | -44.4 | -6.6 | 5.4 | 1.6 | 5.0 | 7.5 | 1.6
O=C(CCc1ccccc1)N[C@@H]1c2ccccc2CC[C@@H]1OCc1ccccc1 | -30.9 | 0.8 | -8.5 | 3.7 | 7.8 | . | 10.6 | -2.1 | -3.4 | -0.5 | -5.2
COc1ccccc1-n1c(CNC(=O)c2ccco2)nnc1SCC(=O)Nc1cc(C)ccc1C | 19.8 | 4.0 | -5.1 | -0.3 | -1.0 | 0.6 | 4.7 | -2.7 | 3.2 | 9.1 | -2.4
S=C(c1cn(CCOc2cccc3ccccc23)c2ccccc12)N1CCCC1 | -20.5 | -18.3 | -2.8 | 1.2 | 75.5 | 2.0 | 5.7 | 0.7 | 16.8 | -2.8 | 15.5
C[C@@H](C(=O)Nc1ccc2ccccc2c1)[C@@H]1C[C@@]1(C)[C@@H](NC(=O)c1ccccc1)c1ccccc1 | 0.8 | -16.3 | -9.4 | -10.3 | 6.7 | 5.2 | 0.3 | -1.3 | -3.5 | 0.2 | -5.0
CCOC(=O)c1ccc(S(=O)(=O)Nc2cc(C(=O)O)ccc2Cl)cc1 | 9.1 | -3.0 | -4.7 | -1.2 | 3.2 | -2.4 | -10.9 | 5.8 | -15.5 | 2.6 | 0.3
O=[N+]([O-])c1ccc(O)c(-c2cc(C(F)(F)F)nc(-c3ccccc3)n2)c1 | 27.8 | -21.4 | -3.0 | 6.1 | 90.3* | -0.8 | 27.0 | -0.2 | 79.1* | -1.8 | 89.5*
O=C(c1ccccc1)N1CCC(c2nc3c(nnn3Cc3ccccc3Cl)c(=O)[nH]2)CC1 | -6.6 | -0.3 | -7.3 | -1.5 | 2.9 | 2.4 | 2.8 | -0.6 | 22.8 | 0.5 | 12.1
COc1ccc(-c2cc(C(=O)N3CCN(Cc4ccc5c(c4)OCO5)CC3)on2)cc1OC | 9.9 | 13.3 | -5.4 | -7.6 | 13.4 | -1.8 | 23.8 | -0.3 | 15.6 | -3.0 | 7.1
COc1ccc(S(=O)(=O)N2CCOCC2)cc1NC(=O)CCOc1ccc(C(C)(C)C)cc1 | -18.1 | -15.3 | -12.8 | -0.8 | 23.0 | . | -1.3 | 1.1 | -2.3 | -5.8 | -3.2
Cn1c(O)c(N=NC(=O)CNC(=O)c2ccccc2)c2ccccc21 | -43.2 | 6.5 | -3.8 | 1.0 | -3.5 | -2.6 | 4.4 | -0.2 | -3.3 | -1.0 | 0.9
CCCCC(=O)Nc1c(-c2cccc(OC)c2)c(=O)c2ccccc2n1C | 5.6 | -0.6 | -19.8 | -2.9 | -12.5 | . | 10.8 | -0.5 | 14.1 | -10.8 | 9.7
CCOC(=O)c1cnc(-n2nc(C)cc2C)nc1Nc1cccc(C(=O)O)c1 | -2.1 | -1.7 | -8.6 | 7.3 | -5.3 | 2.6 | 17.9 | -1.1 | -8.2 | 6.3 | 6.4
O=C(CCc1ccccc1)NCc1ccccn1 | -11.6 | 4.6 | -6.8 | -1.9 | -1.0 | -1.3 | -8.0 | -0.1 | -6.2 | -0.8 | -2.2
CS/C(N)=N/C(=S)Nc1cccc(Cl)c1 | -56.5 | 0.1 | 9.7 | 6.1 | -37.1 | 4.0 | -214.5 | -0.4 | -158.9 | -0.4 | -27.1
COC(CNC(=O)C1CCN(S(=O)(=O)c2cccc3nsnc23)CC1)OC | -21.4 | 4.6 | -2.2 | 0.9 | -9.0 | 1.8 | 7.0 | -0.8 | -20.5 | 3.8 | 2.0
Cc1ccc(/C=C2\SC(=S)N(CC(=O)Nc3cccnc3)C2=O)cc1 | -9.3 | -14.2 | -4.9 | 4.8 | -1.6 | -3.4 | -9.3 | 0.3 | -1.6 | 4.3 | -6.1
O=C1c2ccccc2C(=O)N1CCCP(=O)(O)CCc1ccccc1 | -23.1 | 2.4 | -0.2 | 3.0 | 1.5 | -1.9 | 8.8 | -2.1 | 12.0 | 4.5 | 2.8
CCN(CC)CCCNCC(=O)Nc1cc(C)on1 | 7.0 | -0.8 | -4.8 | -3.5 | 9.0 | -2.9 | 7.0 | 1.3 | 21.1 | -10.8 | 6.2
COc1ccccc1CC(=O)Nc1ccc(NC(=O)c2cccs2)cc1 | -25.9 | -2.6 | -5.3 | -2.0 | 3.9 | -0.5 | -9.9 | -0.4 | -23.3 | 0.6 | -23.9
O=[N+]([O-])c1ccc2nc(-c3ccccc3)[nH]c2c1 | -112.0 | -15.9 | -3.5 | 0.9 | -69.0 | 4.6 | -332.3 | -0.7 | -327.4 | -6.9 | -103.0
N#C/C(=C/c1cn[nH]c1-c1ccc(Br)cc1)C(=O)O | 3.1 | 0.1 | 2.7 | 0.6 | -44.2 | -2.6 | 9.2 | -0.5 | 9.3 | -1.9 | 11.1
CCOc1ccc(N2C(=O)CC(n3ccc(C)n3)C2=O)cc1 (centres undefined) | -9.5 | 2.5 | -4.9 | 3.2 | 9.2 | -0.3 | -0.9 | 3.9 | 4.8 | 12.3 | 8.3
COc1cc(C(=O)N2CCN(C/C=C/c3ccccc3)CC2)cc(OC)c1C | -11.3 | -0.3 | -8.2 | -3.9 | 11.9 | 1.6 | 5.0 | -1.9 | 7.5 | 6.4 | -4.2
O=C(CN1C(=O)NC2(CCCCC2)C1=O)NCc1ccc2c(c1)OCO2 | -7.9 | 2.8 | -6.7 | -3.1 | -5.2 | -3.3 | 21.1 | 0.9 | 16.3 | -3.9 | 0.9
O=C(CSc1n[nH]c(=O)[nH]c1=O)NC1CC1 | -36.8 | -0.5 | -4.6 | 2.1 | 2.9 | -2.0 | 13.3 | 0.3 | 10.0 | 3.7 | -2.1

Screening data: PubChem BioAssay, several laboratories
